Screens as filed in PubChem BioAssay.
RXFP1 agonist: qHTS Assay for Agonists of the Relaxin Receptor RXFP1. Potency, µM (top dose mostly 57.5 µM), for the others: at the top dose activation, usual class: activators. HEK293T-RXFP1 cAMP TR-FRET, 30 min; response scale: percent of porcine relaxin response, buffer zero. hit rate 0.3% among 370,000. AID 2676, 2010. Relaxin receptor 1 (Homo sapiens), Q9HBX9; also: potency is read from the fitted curve at half-maximal effect; % is scaled to controls: 0 for no effect and ±100 for the full control effect; nearly all actives have a fitted effect of over 60% in size; many of its hits are not listed in these tables
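HEK293T cells stably expressing RXFP1 were pretreated with the PDE4 inhibitor Ro 20174, exposed to compounds for 30 min at 37C, lysed, and cAMP was read by TR-FRET. Data normalized to buffer (basal) and 29 nM porcine relaxin (100%).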
TrxR1 substrate: qHTS Assay for Substrates of Mammalian Selenoprotein Thioredoxin Reductase 1 (TrxR1): qHTS; Thioredoxin reductase 1, cytoplasmic (Rattus norvegicus), O89049; purified TrxR1 substrate turnover, NADPH consumption readout; Potency, µM (top dose mostly 114 µM), for inactives: top-dose activity change, negative = substrate turnover; hit rate 0.01% among 390,000; also: potency is read from the fitted curve at half-maximal effect; % is scaled to controls: 0 for no effect and ±100 for the full control effect; nearly all actives have a fitted effect of over 50% in size
Target sequence (O89049 whole entry, looked up): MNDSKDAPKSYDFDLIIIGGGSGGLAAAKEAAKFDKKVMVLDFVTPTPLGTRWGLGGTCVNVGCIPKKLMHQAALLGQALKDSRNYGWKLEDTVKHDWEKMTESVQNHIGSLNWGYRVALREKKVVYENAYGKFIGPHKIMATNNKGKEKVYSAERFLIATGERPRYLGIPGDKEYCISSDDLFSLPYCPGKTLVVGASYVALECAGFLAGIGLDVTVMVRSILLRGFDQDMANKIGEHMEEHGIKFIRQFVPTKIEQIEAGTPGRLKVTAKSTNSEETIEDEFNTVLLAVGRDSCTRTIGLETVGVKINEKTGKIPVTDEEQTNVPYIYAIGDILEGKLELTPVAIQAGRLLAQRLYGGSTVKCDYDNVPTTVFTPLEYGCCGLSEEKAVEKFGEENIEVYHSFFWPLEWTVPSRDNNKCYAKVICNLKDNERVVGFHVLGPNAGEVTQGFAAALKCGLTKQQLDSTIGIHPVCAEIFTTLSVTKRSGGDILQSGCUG
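Rat TrxR1, dispensed at 90 nM, was prereduced with 400 uM NADPH (final) for 5 min at ~22 deg C, then incubated with compound 15 min before 400 uM selenite. A first-read NADPH fluorescence drop versus no-compound background flagged substrates.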
USP1 inh: Inhibitors of USP1/UAF1: Primary Screen; recombinant USP1/UAF1, Ub-Rhodamine cleavage fluorescence; Potency, µM (highest dose often 57.1 µM), inactives show at the highest dose activity change, negative = inhibition, hits mostly inhibitors; hit rate 0.23% among 390,000; AID 743255, 2014; also: potency is read from the fitted curve at half-maximal effect; % is scaled to controls: 0 for no effect and ±100 for the full control effect; nearly all actives have a fitted effect of over 60% in size; inactives centre near -12
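High-throughput fluorogenic screen: 1nM USP1/UAF1 complex, Ub-Rho substrate 150nM final, 50mM HEPES pH 7.8 with 0.5mM EDTA, 0.1 mg/ml BSA, 1mM TCEP and 0.01% Tween-20.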
PI4K2A inh: qHTS for small molecular inhibitors of PI4K2A. Phosphatidylinositol 4-kinase type 2-alpha (Homo sapiens), Q9BTU6. AID 1346378, 2018. hit rate 0.13% among 420,000. purified PI4K2A, ADP-Glo luminescence, 1 h; hits give low values. activity change, negative = inhibition, % at 76.9 µM; in the data active = activity change below about -50%; inconclusive = mostly about -30% to -49%;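 also: -100% = wells without enzyme as full effect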
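PI4K2A activity was measured by ADP-Glo luminescence: enzyme (4 ug/mL stock) and phosphatidylinositol (1.2 mM stock) in Tris pH 7.5/MgCl2/EGTA/Triton X-100 buffer were reacted with ATP (300 microM stock) for one hour at ambient temperature.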
GRP78 ERSR act: qHTS for Inducers of the Endoplasmic Reticulum Stress Response (ERSR) in Human Glioma: qHTS; AID 602332, 2012; Potency, µM, inactives show at the top dose activation, hits mostly activators; U87-MG GRP78 promoter luciferase reporter, 16 h; hit rate 0.02% among 420,000; also: potency is read from the fitted curve at half-maximal effect; series mostly up to about 76 µM; % of control where 0% means no effect; nearly all actives have a fitted effect of over 35% in size
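ERSR induction read as luciferase luminescence (Bright-Glo, 10 min at room temperature) in stably transfected human U87-MG glioma cells exposed to compounds for 16 h, using GRP78 as sensor.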
Vif-A3G inh: qHTS for Inhibitors of Vif-A3G Interactions: qHTS; Potency, µM (doses to about 46.1 µM), inactives show top-dose activity, negative = active, actives largely listed as inhibitors; hit rate 0.076% among 410,000; AID 602310, 2012; HeLa A3G-eYFP + Vif (tagged APOBEC3G with the HIV-1 protein that degrades it), YFP fluorescence, overnight;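 also: potency is read from the fitted curve at half-maximal effect; % is scaled to controls: 0 for no effect and ±100 for the full control effect; nearly all actives have a fitted effect of over 60% in size; hits raise eYFP signal because A3G escapes Vif-driven loss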
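HeLa cells stably expressing Vif and C-terminally eYFP-tagged A3G, seeded overnight at 37 deg C, then exposed to compound by pintool overnight at 37 deg C. Rise in yellow fluorescence (Ex 488/Em 500-530, Acumen) marks blocked Vif-driven A3G degradation.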
IDH1 R132H inh: qHTS for Inhibitors of mutant isocitrate dehydrogenase 1 (IDH1): qHTS; IDH1-R132H enzyme, NADPH consumption, diaphorase/resazurin fluorescence; Potency, µM (top dose mostly 76.6 µM), for the others: top-dose activity change, negative = inhibition, actives largely listed as inhibitors; hit rate 0.093% among 390,000; also: potency is read from the fitted curve at half-maximal effect; % is scaled to controls: 0 for no effect and ±100 for the full control effect; nearly all actives have a fitted effect of over 65% in size
Target sequence (O75874 whole entry R132H, stated change not applied): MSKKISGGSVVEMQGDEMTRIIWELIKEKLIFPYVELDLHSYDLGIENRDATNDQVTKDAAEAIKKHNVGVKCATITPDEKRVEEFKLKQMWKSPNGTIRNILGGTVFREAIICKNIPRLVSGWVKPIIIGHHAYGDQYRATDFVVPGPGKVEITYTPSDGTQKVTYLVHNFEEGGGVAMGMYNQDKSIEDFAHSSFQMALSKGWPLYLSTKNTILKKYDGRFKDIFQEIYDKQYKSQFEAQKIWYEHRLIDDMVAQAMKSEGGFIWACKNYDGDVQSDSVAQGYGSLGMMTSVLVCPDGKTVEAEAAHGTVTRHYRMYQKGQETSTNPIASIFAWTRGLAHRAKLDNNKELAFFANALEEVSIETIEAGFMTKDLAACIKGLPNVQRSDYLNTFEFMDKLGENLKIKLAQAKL
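IDH1-R132H (0.5 ug/mL) preincubated 30 min with compound, then NADPH (0.016 mM) and alpha-KG (2 mM) added; 80 min at RT, pH 7.5. Remaining NADPH coupled via diaphorase/resazurin to fluorescence (540/590 nm); concentration-response curves normalized to no-enzyme control.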
LDHA inh: qHTS assay for inhibitors of human lactate dehydrogenase. L-lactate dehydrogenase A chain (Homo sapiens), P00338. purified LDHA, NADH/diaphorase-resazurin fluorescence; hits give low values. activity change, % (values are at about 110 or 230 µM). hit rate 0.15% among 480,000. AID 1347041, 2019; in the data active = activity change below about -30%; inconclusive = mostly about -25% to -30%;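 also: plate controls were DMSO wells for no effect and wells without enzyme for full effect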
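Remaining NADH was detected by diaphorase (0.133 mg/mL) converting 37 µM resazurin to fluorescent resorufin, read at 0 and 20 minutes. The preceding 5-minute room-temperature reaction used 2 nM LDHA, 0.2 mM sodium pyruvate and 0.06 mM NADH at pH 7.4.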
Vif-APOBEC3F blk: qHTS for Inhibitors of Vif-A3F Interactions: qHTS | Potency, µM (top dose mostly 46.1 µM), for the others: top-dose activity, negative = active | hit rate 0.2% among 390,000 | AID 602313, 2012 | HeLa A3F-eYFP + Vif (tagged APOBEC3F with the HIV-1 protein that degrades it), YFP fluorescence increase; also: potency is read from the fitted curve at half-maximal effect; % of control where 0% means no effect; nearly all actives have a fitted effect of over 65% in size
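HeLa cells stably expressing Vif plus C-terminally eYFP-tagged A3F were seeded, incubated overnight at 37 deg C, dosed with compound, incubated overnight again at 37 deg C. Yellow fluorescence (Ex 488/Em 500-530) reported blocked Vif-mediated A3F-eYFP degradation.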
Starred values were filed as active, the others as inactive; ? = inconclusive; / = no result given; & = joins results of further samples; [ ] = another dose, or the depositor's remark. Unless noted, calls follow the shape of the dose curve; as a rule, active = well fitted curve in the direction sought with a large enough effect; inconclusive = small, poorly fitted or top-dose-only effect, or another doubt; inactive = no such curve, though single readings can be large; an effect the other way counts as inactive or inconclusive. This is a subset. The share of hits here may be higher or lower than overall.

SMILES	RXFP1 agonist	TrxR1 substrate	USP1 inh	PI4K2A inh	GRP78 ERSR act	Vif-A3G inh	IDH1 R132H inh	LDHA inh	Vif-APOBEC3F blk
O=C(CS(=O)(=O)Cc1ccccc1)NCc1ccccc1Cl	1.9%	-5.9%	1.7%	0.9	1.1%	-0.1%	-4.6%	1.3	-22.6%
CN(C(=O)c1cc(C(=O)N(C)c2ccccc2)cc([N+](=O)[O-])c1)c1ccccc1	-0.9%	-9.4%	-12.8%	11.5	-3.7%	-2.6%	0.5%	-2.1	7.4%
O=C(Nc1cccc(Cl)c1)c1cc2c(=O)n3ccccc3nc2s1	9.7%	11.8%	-18.8%	-0.4	4.2%	-8.2%	-4.9%	-3.5	-5.6%
CN(C(=O)c1ccc2ccccc2c1)c1ccccn1	0.0%	3.0%[57.1 µM]	-8.6%	-2.9	3.2%	3.6%	7.0%	-0.1	15.0%
CN(C)CCCN=Cc1c(-c2ccccc2)[nH]n(-c2nc3ccccc3s2)c1=O	-1.0%	-9.4%	-27.4%	-7.0	-7.7%	-5.4%	-8.4%	-9.1	6.6%
CCc1ccc(C#CC2=CC(=O)CC(C)(C)C2)cc1	/	/	-0.1%	4.4	-1.0%	-12.5%	-3.1%	3.3	4.7%
CSc1ccc2nnc(-c3ccc(C)cc3)n2n1	/	12.8%	/	/	-2.3%	0.5%	/	3.2	/
CCN(CC)S(=O)(=O)c1ccc(C)c(NC(=O)CN2C(=O)NC3(CCCC3)C2=O)c1	3.9%	-0.7%	-5.9%	-0.7	-3.8%	-0.9%	2.0%	-9.5	-25.4%
O=C(OCc1nc2ccccc2[nH]1)C12CC3CC(CC(C3)C1)C2	2.1%	5.9%[57.1 µM]	1.9%	1.9	-0.3%	0.9%	-1.2%	-7.6	-8.2%
O=C(CSc1ccccc1)Nc1ccc(NC(=O)c2ccco2)cc1	1.0%	-4.5%	-11.9%	1.8	1.2%	0.7%	2.0%	-1.9	-1.8%
COc1ccc(-n2c(=O)c3c4c(sc3n(Cc3ccccc3)c2=O)CCC4)c(OC)c1	4.9%	-3.6%	13.4%	-4.0	3.6%	-6.9%	-8.3%	-5.3	-0.8%
COc1ccc(S(=O)(=O)Nc2cccc(S(=O)(=O)N3CCCC3)c2)cc1OC	0.2%	2.0%	-1.2%	4.0	-4.4%	-1.0%	-3.8%	-1.8	9.9%
Cc1ccc2nsnc2c1NC(=O)c1ccc2c(c1)OCCO2	-0.2%	8.3%[57.1 µM]	0.6%	-1.1	1.5%	1.6%	-1.1%	2.7	2.0%
CO/N=C(\Cn1ncc(NC2CCCCC2)c(Br)c1=O)c1ccc(Cl)cc1	1.8%	-7.3%	-15.0%	-1.4	-5.1%	-11.5%	3.4%	1.9	1.1%
CCN1CCS/C1=C/C=C/C1=[N+](CC)CCS1	-0.1%	?	2.6%	-8.1	-5.3%	-0.2%	9.3%	0.9	-1.1%
CC1(C)CC(=O)C2=C(C1)OC(N)=C(C#N)C2C1C=CCCC1 (stereo not drawn)	-1.7%	14.9%[57.1 µM]	-17.6%	5.4	1.1%	-0.2%	5.5%	-4.6	3.2%
CC(=O)NC(Cc1c[nH]c2ccccc12)C(=O)NCCc1ccccn1 (stereo not drawn)	-0.6%	-5.8%	-2.1%	-0.6	-3.0%	-0.1%	11.5%	-6.3	6.3%
CC(=O)Nc1ccc(NC(=O)C(C)OC(=O)c2ccc(N(C)C)cc2)cc1 (stereo not drawn)	-2.4%	-13.9%	-22.6%	-2.6	?	-0.3%	12.6%	-5.5	-1.1%
Cc1cc(S(=O)(=O)NCCCN2CCOCC2)c(Cl)cc1Cl	0.8%	-2.4%	-18.0%	-1.7	-2.5%	3.8%	3.8%	-3.0	-4.3%
CCOc1ccccc1NC(=O)CN1C(=O)COc2ccc(S(=O)(=O)N3CCCCC3)cc21	5.6%	0.9%	-5.8%	-2.8	-3.3%	-3.4%	0.0%	-7.5	0.5%
COC(=O)C(O)(NC(=O)NC(C)=O)C(F)(F)F (stereo not drawn)	1.0%	2.6%[57.1 µM]	7.9%	-6.0	2.5%	2.0%	0.8%	-3.8	-3.9%
CCOC(=O)N1CCN(C(=O)/C=C/c2ccc3c(c2)OCO3)CC1	0.9%	0.2%	-18.7%	1.0	-2.9%	0.8%	0.3%	0.3	-4.7%
NC(=O)CC(NC(=O)Cc1ccc(Cl)cc1)c1ccc(NC2CCCCC2)c([N+](=O)[O-])c1 (stereo not drawn)	3.0%	2.6%	-22.4%	0.5	-4.1%	-1.9%	0.0%	0.5	-3.2%
O=C(NC1CCCCC1)C(c1ccc2ncccc2c1)N(Cc1cccs1)C(=O)c1cccs1 (stereo not drawn)	1.1%	3.9%[57.1 µM]	-15.8%	3.5	-2.0%	-2.2%	1.9%	0.0	2.5%
O=C(c1ccco1)N(Cc1cccnc1)c1nc2c(F)cc(F)cc2s1	1.1%	1.7%[57.1 µM]	-8.4%	-4.1	-1.1%	1.4%	-10.2%	-5.9	5.3%
SMILES	RXFP1 agonist	TrxR1 substrate	USP1 inh	PI4K2A inh	GRP78 ERSR act	Vif-A3G inh	IDH1 R132H inh	LDHA inh	Vif-APOBEC3F blk
NC(=O)CSc1nnc(C2CC2)n1Cc1ccccc1	0.5%	-8.0%	-4.5%	2.1	-3.9%	0.1%	7.4%	-2.1	4.5%
O=C(CN1c2ccccc2S(=O)(=O)c2ccccc21)Nc1ccccc1F	4.9%	-0.1%	-3.2%	1.1	-0.1%	-1.1%	-10.5%	-8.1	10.2%
COc1ccc(-n2cnnc2SCc2ncc(-c3ccccc3)o2)cc1	0.0%	4.8%	-16.6%	-3.9	-3.9%	-4.4%	6.1%	-3.9	-7.2%
COc1ccc2ccccc2c1C=NN1CCCCC1	/	/	-16.4%	6.0	-0.2%	2.2%	14.2%	2.2	6.0%
COc1cc(CNCc2ccccc2C(F)(F)F)cc(OC)c1	2.9%	3.2%	-2.3%	1.6	-4.4%	-0.1%	2.9%	-14.5	-3.0%
CC(=O)Oc1ccc2c(=O)c(-c3ccccc3)coc2c1	-0.2%	4.1%[57.1 µM]	-9.8%	-9.8	6.5%	-4.1%	-4.3%	-15.1&-5.3	-9.0%
Cc1ccc2nc(-c3ccccc3)c(-c3ccccc3)nc2c1	5.7%	15.2%	-8.6%	-4.1	-3.9%	3.8%	3.3%	0.3	5.0%
CC(/C=N\NC(=O)Cn1cncn1)=C/c1ccc(C(C)C)cc1	0.6%	7.3%[57.1 µM]	-22.3%	-1.3	-0.9%	-1.6%	3.2%	-0.8	6.9%
COc1ccc2c(c1)[C@H]1[C@H](CO2)[C@H](c2ccccc2)[C@]2(C)C(=O)Nc3cc(Cl)ccc3C(=O)N12	-1.1%	1.5%	-26.0%	4.1	-2.6%	-17.8%	-0.5%	0.8	-0.6%
Cc1ccc(C)c(NC(=O)CC2Sc3ccccc3NC2=O)c1 (stereo not drawn)	/	6.2%[57.1 µM]	1.4%	1.4	-1.2%	2.1%	-0.1%	-8.0	14.3%
CCOC(=O)Cc1csc(NC(=O)CSc2nncn2C)n1	-1.5%	-0.3%	-5.3%	-11.9	-1.7%	1.1%	4.5%	-3.9	0.7%
O=C(O)Cc1c(-c2ccccc2Cl)c2cc(Br)ccc2[nH]c1=O	8.5%	-2.0%	-23.6%	-2.5	15.7%	7.2%	-1.1%	-4.4	0.5%
Cc1cc(C)c(NC(=O)COC(=O)c2nc3nccc(C)n3n2)c(Cl)c1	1.2%	4.8%	-20.3%	-3.6	-4.1%	-7.0%	2.8%	-5.0	5.8%
COCCn1c(=O)c2c(nc3n2CCCN3CCc2ccc(OC)c(OC)c2)n(C)c1=O	0.3%	2.1%	-14.1%	-17.6	-4.2%	-0.1%	0.0%	-5.6	-0.7%
CN1CCN(C(=O)c2cc(COc3c(F)cccc3F)on2)CC1c1ccccc1 (stereo not drawn)	-0.4%	-4.5%	-13.7%	3.4	2.8%	-1.4%	-1.7%	-5.6	7.0%
Cc1ccc(CNC(=O)Cn2c(=O)n(Cc3ccccc3)c(=O)c3c2c2cc(C)ccc2n3C)cc1	-0.3%	3.5%	-29.9%	0.2	0.0%	-3.7%	-1.1%	-1.4	-2.2%
CCCCc1ccc(N2C(=NC(=O)C3CCCO3)SC3CS(=O)(=O)CC32)cc1 (stereo not drawn)	1.0%	-0.7%	-18.4%	12.4	-3.6%	0.9%	6.4%	-1.0	-9.6%
